# Screens from PubChem.
# PMI inhibitors – inhibitors of human PMI, primary screen, biochemical, fluorescence intensity, coupled assay (AID 1209). purified PMI enzyme, coupled fluorescence intensity; higher % means a stronger effect. inhibition, % at 20 µM; hits with a dose series show IC50 in µM. 0.42% of 190,000 active;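 note: plate controls were DMSO vehicle for no effect and wells lacking substrate for full effect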
# LYP phosphatase – inhibitors of LYP phosphatase, biochemical, fluorescence intensity, uHTS (AID 1779); recombinant LYP phosphatase, fluorescence intensity; higher % means a stronger effect; 0.054% of 290,000 active; inhibition, % at 11.5 µM, or IC50 in µM where a hit was titrated;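 note: plate controls were vehicle with enzyme for no effect and no enzyme for full effect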
# WT yeast gro inh – growth inhibition of WT yeast, mitochondrial fusion screen; mitochondrial fusion phenotypic screen, WT strain; inhibition, % at 10 µM; 2.1% of 190,000 active; AID 1362; in the data active = inhibition above about 58%; tested in S. cerevisiae
# M1AAP inhibition – malaria alanyl aminopeptidase activity blockers – biochemical, fluorogenic H-Leu-NHMec substrate, 1536-well (AID 1445) | inhibition, % at 30 µM; hits with a dose series show IC50 in µM | recombinant M1AAP, H-Leu-NHMec fluorogenic kinetic assay; higher % means a stronger effect | 0.42% of 220,000 active;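 active = primary inhibition above the hit cutoff, then over 50% inhibition at one or more dose response concentrations, cut at about 23% in these data, passing the limit was not always enough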;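 note: plate controls were DMSO full reaction for no effect and no enzyme background for full effect; strong numbers were not always called active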
# M17LAP inhibition – P. falciparum M17LAP inhibitors, primary screen, biochemical, fluorogenic H-Leu-NHMec substrate, 1536-well (AID 1619); recombinant M17LAP, H-Leu-NHMec fluorogenic kinetic assay; higher % means a stronger effect; 0.38% of 220,000 active; one-dose inhibition, % at 30 µM; IC50 in µM for titrated hits;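 active = compound inhibiting the enzyme by more than half at any dose during confirmatory dose-response retesting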;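 note: plate controls were full reaction with DMSO carrier for no effect and no enzyme background for full effect; strong numbers were not always called active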
# XIAP antagonists – XIAP antagonists, biochemical, IAP family, fluorescence polarization (AID 1018). XIAP BIR domain, fluorescence polarization peptide displacement; higher % means a stronger effect. one-dose displacement, % at 20 µM; IC50 in µM for titrated hits. 0.007% of 200,000 active; in the data active = displacement above about 50%; note: a part of the inactive calls stands beside numbers as strong as those of hits
# human PMI inhibitors – MPI inhibition at elevated mannose 6-phosphate – biochemical, fluorescence intensity, high mannose 6-phosphate, primary screen (AID 1220). recombinant PMI enzyme, coupled fluorescence intensity; higher % means a stronger effect. inhibition, % at 20 µM, or IC50 in µM where a hit was titrated. 0.66% of 190,000 active
# TNAP activation fold – stimulation of alkaline phosphatase TNAP activity – biochemical, luminescent, no phosphate acceptor, uHTS, primary screen (AID 1001). purified TNAP, luminescent activation assay, no phosphate acceptor; higher activation fold means a stronger effect. one-dose activation fold at 20 µM; EC50 in µM for titrated hits. 0.03% of 200,000 active; in the data active = activation fold from about 3, or a potency from the dose series; inactive = the rest, 99 in 100 with activation fold below about 1.6; note: many of its hits are not listed in these tables
# Yfh1-depleted yeast – mitochondrial function rescue without frataxin homolog – Friedreich's ataxia, plus single-dose screen, dose response (AID 1465); 0.074% of 220,000 active; S. cerevisiae Yfh1-off respiration, WST-1 reduction, 72 h; higher fold induction means a stronger effect; fold induction at 50 µM, or EC50 in µM where a hit was titrated;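 active = fold induction of absorbance versus untreated yeast above a set limit, then at least 30% activation at any dose in follow-up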;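 note: activators that raise dye reduction in frataxin-depleted yeast; strong numbers were not always called active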
# WT yeast gro inh mutant strain – also measured in WT yeast gro inh; calls as there; inhibition, %; mitochondrial fusion phenotypic screen, mutant strain inhibition
# Numbers without * were called inactive; i = inactive; · = not tested or not shown. Cut-off read from the data, not from the text of the source, unless noted: active = inhibition above about 50%; inactive = the rest.
SMILES,PMI inhibitors,LYP phosphatase,WT yeast gro inh,WT yeast gro inh mutant strain,M1AAP inhibition,M17LAP inhibition,XIAP antagonists,human PMI inhibitors,TNAP activation fold,Yfh1-depleted yeast
O=C(CNC(=O)c1cccs1)OCC(=O)c1ccc(Br)cc1,3%,-6%,-7,-31,-3%,23%,-7.0%,8%,1,i
NCCCCCc1nnc(SCC(=O)Nc2cccc(Cl)c2)o1,-10%,-3%,-3,5,10%,9%,-5.5%,-2%,1.4,i
CC1CCCC(C)N1C(=O)COC(=O)c1cc(Br)ccc1Cl (stereo not given),-10%,1%,-2,22,4%,1%,-4.9%,-12%,1.1,i
Cc1nc2ccc(NC(=O)c3ccco3)cc2s1,-2%,4%,12,2,-5%,8%,-6.7%,0%,1.1,i
Cc1ccc(SC/C(O)=C(\C#N)c2nc3ccccc3s2)cc1,16%,11%,7,8,5%,-4%,-15%,8%,1,i
COc1ccc(/C=C/c2cc(C(=O)O)c3ccccc3n2)cc1,·,-3%,·,·,10%,0%,·,·,·,i
COc1ccccc1CNC(=O)C1CC(c2cccc([N+](=O)[O-])c2)=NO1 (stereo not given),-7%,4%,30,29,1%,14%,-4.9%,-1%,0.9,i
CCCOc1cc(C)c(S(=O)(=O)N2CCN(C)CC2)cc1C,15%,5%,-6,-8,-2%,-8%,-3.5%,6%,1.1,i
COc1ccc(C)cc1NC(=O)COC(=O)c1ccc(OCc2ccc(Cl)cc2Cl)c(OC)c1,-3%,2%,1,2,-1%,-2%,-13%,-8%,1.1,i
O=S(=O)(Nc1cccc2c1CCCC2)c1ccc(Cl)cc1,34%,-7%,34,22,6%,0%,-8.0%,38%,1.2,i
CC1(C)SC(=S)N(/N=C/c2ccc(O)cc2)C1N(O)C(=O)Nc1ccc([N+](=O)[O-])cc1 (stereo not given),18%,-2%,0,20,13%,11%,2.2%,12%,1.1,i
CC1(C)CC(=O)C2=C(C1)OC1=C(C(=O)CC(C)(C)C1)C2c1ccc(O)cc1O,46%,-4%,5,26,9%,14%,-4.6%,34%,1.4,i
c1ccc(C2c3[nH]c4ccccc4c3CCN2Cc2cccn2-c2ccccn2)nc1 (stereo not given),·,-6%,·,·,0%,1%,·,·,·,i
N#Cc1ccccc1CSc1nc2ncc(Br)cc2[nH]1,-1%,2%,19,-1,3%,3%,·,-6%,0.9,i
O=[N+]([O-])C(/C=C(\Cl)[N+](=O)[O-])=C1N(Cc2ccc(Cl)nc2)CCN1Cc1ccc(Cl)nc1,20%,2%,-3,-2,13%,-11%,-3.7%,22%,0.8,i
O=S(=O)(NCCc1csc(-c2cccnc2)n1)c1ccc2c(c1)OCCO2,0%,-1%,12,12,10%,1%,-10%,-1%,1,i
O=C(CO/N=C\c1ccccc1)Nc1ccccc1C(=O)N1CCOCC1,-14%,-3%,-16,-8,-4%,9%,1.0%,-8%,1,i
CCOC(=O)C1CCN(C(=O)c2cc3c(=O)n4ccccc4nc3n2C)CC1,6%,-30%,0,4,13%,-154%,-2.4%,7%,1.2,i
O=C(c1cc(=O)c2ccccc2o1)N1CCN(c2ccccc2)CC1,-6%,-9%,7,-25,-4%,-12%,-2.7%,0%,1,i
COc1ccc(-n2c(SCC(=O)N/N=C(\C)c3cccnc3)nc3ccccc3c2=O)cc1,·,-1%,·,·,2%,2%,·,·,·,i
O=C(Nc1cccc(Cl)c1Cl)C1CCN(c2ncccn2)CC1,8%,-9%,-4,4,9%,1%,-1.1%,12%,1.1,i
Cc1ccc(N(CC(=O)NCc2ccc3c(c2)OCO3)S(=O)(=O)c2c(C)noc2C)cc1,16%,-9%,7,12,3%,1%,-6.7%,13%,1.2,i
CC(C)c1nnc(NC(=O)c2cccnc2)s1,-10%,-10%,10,6,-3%,5%,-10%,-18%,1,i
CCOC(=O)N1CCN(C(=S)NC(=O)c2cncc(Br)c2)CC1,12%,-8%,12,2,2%,31%,0.1%,11%,1.1,i
OCC1(Cc2ccccc2Cl)CCN(C/C=C/c2ccccc2)CC1,16%,-9%,35,34,6%,-5%,-9.2%,11%,1,i
N#Cc1nc(-c2ccc(OCc3ccc(Cl)cc3)cc2)oc1N1CCC(C(N)=O)CC1,6%,-6%,1,1,7%,1%,3.0%,6%,1.1,i
CC(=O)Oc1ccc(N2C(=O)CC(N3CCOCC3)C2=O)cc1 (stereo not given),-9%,-9%,16,7,3%,4%,-3.9%,-1%,1.1,i
COc1nc(N2CCCCCC2)nc(N2CCCCCC2)n1,2%,0%,64*,28*,0%,8%,-6.3%,0%,1,i
C(=N\Nc1nc(Nc2ccccc2)nc(N2CCOCC2)n1)/c1c[nH]c2ccccc12,-6%,4%,-25,0,2%,-12%,-2.3%,-6%,1,i
O=C(N/N=C/c1ccc2c(c1)OCO2)c1ccc(COc2cccc3cccnc23)cc1,6%,9%,-2,-5,-1%,-6%,-7.9%,8%,1.1,i
COc1ccc(N2CCN(c3nc4ccc(C)cn4c(=O)c3C=O)CC2)cc1,13%,-4%,3,0,7%,-3%,-2.6%,57%*,1,i
CCOC(=O)C1CCN(S(=O)(=O)c2ccc3[nH]c(=O)oc3c2)CC1,-10%,-2%,4,1,2%,4%,-1.2%,-18%,1.1,i
O=S(=O)(NCCSc1nc2ccccc2o1)c1ccccc1,-15%,-16%,-10,-18,3%,4%,0.4%,-2%,1.1,i
COc1ccc(NC(=O)CSc2nc3ccccc3c(=O)n2CCCN2CCOCC2)c(OC)c1,4%,-1%,-9,-13,1%,12%,0.1%,-4%,1.1,i
CCNc1nc(NCC)nc(OCCNS(=O)(=O)c2cc(C)ccc2C)n1,10%,1%,-6,-1,3%,6%,1.1%,6%,1.1,i
CN(C)/C=C/C(=O)c1cnc2n(c1=O)CCS2,-12%,2%,-7,9,9%,27%,-1.3%,-2%,1.1,i

# 7 of the entries above in order of the M1AAP inhibition value, high to low.
mol | M1AAP inhibition
N#Cc1nc(-c2ccc(OCc3ccc(Cl)cc3)cc2)oc1N1CCC(C(N)=O)CC1 | 7%
OCC1(Cc2ccccc2Cl)CCN(C/C=C/c2ccccc2)CC1 | 6%
CCNc1nc(NCC)nc(OCCNS(=O)(=O)c2cc(C)ccc2C)n1 | 3%
CCOC(=O)C1CCN(S(=O)(=O)c2ccc3[nH]c(=O)oc3c2)CC1 | 2%
COc1ccc(NC(=O)CSc2nc3ccccc3c(=O)n2CCCN2CCOCC2)c(OC)c1 | 1%
COc1nc(N2CCCCCC2)nc(N2CCCCCC2)n1 | 0%
O=C(N/N=C/c1ccc2c(c1)OCO2)c1ccc(COc2cccc3cccnc23)cc1 | -1%

# Laid out differently: 2 of the compounds above.
smiles | PMI inhibitors | LYP phosphatase | WT yeast gro inh | WT yeast gro inh mutant strain | M1AAP inhibition | M17LAP inhibition | XIAP antagonists | human PMI inhibitors | TNAP activation fold | Yfh1-depleted yeast
CCNc1nc(NCC)nc(OCCNS(=O)(=O)c2cc(C)ccc2C)n1 | 10% | 1% | -6 | -1 | 3% | 6% | 1.1% | 6% | 1.1 | i
COc1ccc(NC(=O)CSc2nc3ccccc3c(=O)n2CCCN2CCOCC2)c(OC)c1 | 4% | -1% | -9 | -13 | 1% | 12% | 0.1% | -4% | 1.1 | i

# Just PMI inhibitors, for 4 of the compounds above:
SMILES	PMI inhibitors
O=C(N/N=C/c1ccc2c(c1)OCO2)c1ccc(COc2cccc3cccnc23)cc1	6%
COc1ccc(N2CCN(c3nc4ccc(C)cn4c(=O)c3C=O)CC2)cc1	13%
CCOC(=O)C1CCN(S(=O)(=O)c2ccc3[nH]c(=O)oc3c2)CC1	-10%
O=S(=O)(NCCSc1nc2ccccc2o1)c1ccccc1	-15%

# Other structures:
SMILES,PMI inhibitors,LYP phosphatase,WT yeast gro inh,WT yeast gro inh mutant strain,M1AAP inhibition,M17LAP inhibition,XIAP antagonists,human PMI inhibitors,TNAP activation fold,Yfh1-depleted yeast
CCOc1ccc(CCNC(=O)CSc2cc(=O)n(C)c3ccccc23)cc1OCC,13%,-5%,22,6,2%,13%,-4.3%,5%,1,i
COC(=O)NCCOC(=O)N(O)c1ccc(Br)cc1,10%,-6%,18,20,1%,1%,1.7%,11%,1.1,i
CC1(c2ccccc2)NC(=O)N(CC(=O)Nc2ccc([N+](=O)[O-])cc2)C1=O (stereo not given),-4%,8%,-1,-11,9%,19%,-6.8%,-4%,1,i
O=C(Nc1cccc(Cl)c1)N1CCSc2cc(Cl)ccc21,7%,5%,8,21,4%,-1%,-17%,2%,1.1,i
COc1cc(C2CC(c3cccnc3)=NN2c2ccc(F)cc2)cc(OC)c1OC (stereo not given),-7%,1%,-3,2,18%,-9%,-6.2%,11%,1.5,i
CC1CCC2(CC1)NC(=O)N(CC(=O)NCc1cccs1)C2=O (stereo not given),3%,-11%,14,14,-1%,9%,2.1%,-6%,1,i
CCN1CCc2c(sc(NC(=S)NC(=O)c3ccccc3)c2C#N)C1,-44%,-2%,-5,-15,1%,0%,-2.0%,-93%,0.9,i
CCCNC(=O)c1c(N)n(-c2ccc(S(N)(=O)=O)cc2)c2nc3ccccc3nc12,34%,-5%,2,16,5%,22%,-3.6%,24%,1.1,·
O=C(CC1NC(=O)NC1=O)NC1(C(=O)NC2CCCCC2)CCCCC1 (stereo not given),4%,0%,2,-2,0%,-4%,-18%,1%,1.1,i
N/C(=N\OC(=O)CSc1ccccc1)c1ccc([N+](=O)[O-])cc1,10%,3%,45,22,-3%,7%,-6.1%,0%,0.8,i
O=[N+]([O-])c1ccc(/C=N/NC(=S)Nc2ccccc2C(F)(F)F)o1,9%,-5%,14,8,0%,-5%,-3.5%,5%,1.2,i
Cc1ccc(-c2nnn(CC(=O)N(CC(=O)NC3CCCC3)c3ccc(F)c(Cl)c3)n2)o1,-5%,-4%,6,14,2%,-8%,-4.5%,2%,1.1,i
CC(Sc1nnc(-c2ccc(Cl)cc2)n1C)C(N)=O (stereo not given),-5%,-3%,-2,-24,-3%,17%,-1.8%,-6%,1.2,i
Cc1cc(NC(=O)CCC(=O)N(c2ccccc2)C(C(=O)NC2CCCC2)c2ccccc2)no1 (stereo not given),2%,-2%,7,9,-9%,0%,-1.8%,-4%,1,i
COc1cccc(NC(=O)CCSc2ccc3ccccc3n2)c1,2%,7%,22,6,-2%,-1%,-2.5%,-1%,1.2,i
COc1cc(C(=O)Nc2ccc3c(c2)OCCO3)ccc1OC(C)C,1%,-6%,5,4,-4%,-2%,-8.2%,3%,1.1,i
O=c1cc(C(F)(F)F)nc(-c2ccccc2OC(F)(F)F)[nH]1,·,-1%,·,·,-5%,6%,·,·,·,i
